Compound activity from PubChem BioAssay.
NPY Y1 blocker: NPY-Y1 receptor antagonists, primary screen, cell-based; actives 1% (n = 200,000); Neuropeptide Y receptor type 1 (Homo sapiens), P25929; AID 1040, 2008; HEK293-CNG Y1 cells, membrane potential fluorescence; NPY at EC95, then isoproterenol; inhibition, % at 3.6 µM;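 active = inhibition above the campaign mean inhibition of all tested compounds plus 3 SD, cut at about 20% in these data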;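 note: 0% = DMSO wells given NPY plus isoproterenol and 100% = isoproterenol alone without NPY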
Target sequence (P25929 whole entry, looked up): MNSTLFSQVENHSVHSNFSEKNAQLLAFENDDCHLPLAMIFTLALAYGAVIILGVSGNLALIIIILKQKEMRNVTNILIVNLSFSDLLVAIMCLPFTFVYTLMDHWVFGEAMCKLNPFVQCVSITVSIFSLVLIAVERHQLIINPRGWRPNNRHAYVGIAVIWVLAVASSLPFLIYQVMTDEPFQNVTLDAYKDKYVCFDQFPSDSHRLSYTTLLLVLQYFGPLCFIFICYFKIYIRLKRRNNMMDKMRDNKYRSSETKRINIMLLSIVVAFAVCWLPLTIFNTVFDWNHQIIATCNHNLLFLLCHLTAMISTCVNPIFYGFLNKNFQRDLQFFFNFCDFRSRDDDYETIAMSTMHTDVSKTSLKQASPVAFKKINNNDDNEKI
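Material: HEK293 Y1/CNG channel cell line | Also added: NPY (25 nM), isoproterenol (1 µM), Ro 20-1724 (25 µM) | Compound: One concentration, 3.6 µM, in 0.4% DMSO | Schedule: 3 h dye uptake, 1 h room-temperature compound, 45 min post-isoproterenol | Signal: Membrane-potential fluorescent dye readout | Read-out: % inhibition of NPY effect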
Ba/F3 V617F tox: reduced viability of JAK2V617F-dependent Ba/F3 cells, primary screen, JAK2V617F inhibitor project, cell-based, Ba/F3 EpoR-JAK2V617F, luminescence. inhibition, % at 5.6 µM. AID 1446, 2008. ATP luminescence. actives 1.1% (n = 220,000);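 active = inhibition above the campaign mean plus 3 SD over all tested compounds, cut at about 24% in these data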;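 note: cytokine-independent growth of Ba/F3 cells driven by EpoR plus mutant JAK2; 0% = DMSO-treated cells and 100% = JAK inhibitor I control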
BaF3 tox: parental Ba/F3 cell viability inhibition, counter-screen for JAK2V617F inhibitor project, murine pro-B, CellTiter-Glo luminescence | CellTiter-Glo ATP luminescence | inhibition, % at 5.6 µM | actives 1.1% (n = 220,000);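 active = inhibition above a per-campaign cutoff, the mean inhibition of all tested compounds plus 3 SD, cut at about 27% in these data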;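 note: 0% = DMSO wells and 100% = JAK Inhibitor I control wells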
p47phox inh: p47phox/p22phox peptide binding inhibitors, primary screen, biochemical, uHTS, NADPH oxidase regulatory subunit. AID 1274, 2008. inhibition, % at 24.7 µM. Neutrophil cytosol factor 1 (Homo sapiens), P14598. actives 0.53% (n = 220,000). fluorescence polarization, 2 h;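 active = inhibition above about 30%, limit read from the data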;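 note: 0% = p47phox with labelled peptide and 100% = labelled peptide alone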
S1P4 antagonist: S1P4 receptor antagonists, primary screen, cell-based; Sphingosine 1-phosphate receptor 4 (Homo sapiens), O95977; S1P4-expressing cells, antagonist mode, reporter read-out; inhibition, % at 4.98 µM; actives 0.26% (n = 220,000); AID 1510, 2009; in the data active = inhibition above about 29%;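 note: 0% = wells stimulated with agonist and 100% = vehicle wells without agonist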
NPY-Y2 PAM-ag: NPY-Y2 potentiators or agonists, primary screen, cell-based | Neuropeptide Y receptor type 2 (Homo sapiens), P49146 | cells expressing NPY-Y2, potentiator/agonist read-out | activation, % at 3.6 µM | actives 0.45% (n = 220,000); in the data active = activation above about 27%;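 note: cells stimulated with NPY near EC25 plus isoproterenol at EC100; 0% = vehicle plus submaximal agonist and 100% = vehicle plus saturating agonist; some results beyond the cut were filed as inactive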
Target sequence (P49146 whole entry, looked up): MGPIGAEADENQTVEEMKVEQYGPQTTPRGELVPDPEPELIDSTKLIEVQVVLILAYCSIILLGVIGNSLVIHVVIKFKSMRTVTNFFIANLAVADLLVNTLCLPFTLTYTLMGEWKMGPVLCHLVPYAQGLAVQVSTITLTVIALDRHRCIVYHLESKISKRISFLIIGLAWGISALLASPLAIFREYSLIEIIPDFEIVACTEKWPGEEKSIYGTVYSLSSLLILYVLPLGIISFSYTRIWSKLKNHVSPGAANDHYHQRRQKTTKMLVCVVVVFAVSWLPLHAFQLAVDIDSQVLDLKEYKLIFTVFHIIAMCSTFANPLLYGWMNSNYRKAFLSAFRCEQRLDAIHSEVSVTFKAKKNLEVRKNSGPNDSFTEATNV
S1P4 agonist: S1P4 receptor agonists, primary screen, cell-based. Sphingosine 1-phosphate receptor 4 (Homo sapiens), O95977. S1P4-expressing cell line, agonist reporter assay. activation, % at 4.98 µM. actives 0.35% (n = 220,000). AID 1509, 2009; in the data active = activation above about 11%;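 note: 0% = DMSO vehicle and 100% = reference agonist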
NPY-Y1 PAM-ag: NPY-Y1 receptor potentiators or agonists, primary screen, cell-based. AID 1304, 2008. Neuropeptide Y receptor type 1 (Homo sapiens), P25929. actives 0.37% (n = 220,000). activation, % at 3.6 µM. NPY-Y1 expressing cells, potentiator/agonist activation; in the data active = activation above about 33%, passing the limit was not always enough;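 note: cells stimulated with NPY at EC10 then isoproterenol at EC100; 0% = low agonist plus stimulus and 100% = saturating agonist plus stimulus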
CHOP inhibitor: inhibitors of CHOP promoter induction, primary screen, cell-based, unfolded protein response, luciferase reporter | CHO-K1 CHOP-promoter luciferase, tunicamycin-induced, 15-18 h | inhibition, % at 10 µM | actives 3.8% (n = 220,000);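 active = compounds that reduced the stress-induced luciferase reporter signal by more than about 70% of percent inhibition, limit read from the data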;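 note: 0% = tunicamycin plus vehicle and 100% = wells without tunicamycin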
* marks the source's active call; other numbers are inactive results; x = no result given.

SMILES	NPY Y1 blocker	Ba/F3 V617F tox	BaF3 tox	p47phox inh	S1P4 antagonist	NPY-Y2 PAM-ag	S1P4 agonist	NPY-Y1 PAM-ag	CHOP inhibitor
O=C(CCN1CCN(CC(=O)Nc2ccccc2F)CC1)Nc1ccccc1F	1	-2	1	-1	-16	0	2.4	-5	-7
CCOc1cc(C(c2c(C)[nH][nH]c2=O)c2c(C)[nH][nH]c2=O)ccc1OC(=O)c1cccc([N+](=O)[O-])c1	-2	0	4	-14	8	-4	3.4	12	0
Cc1ccc(C)c(N2CCN(C(=O)c3ccc(CS(=O)(=O)c4ccccc4C)o3)CC2)c1	10	1	8	-26	-6	-30	-1.1	-38	x
CCn1cc(C(=O)NCc2ccc3c(c2)OCO3)c2cc(OC)c(OC)cc2c1=O	2	-3	3	3	3	-1	-0.4	-13	33
CC(=O)C1=C(O)C(=O)N(Cc2cccnc2)C1c1ccccc1 (stereo not given)	-2	0	-1	-1	10	-4	1.0	3	-8
COc1ccc2cc(CCNC(=O)C3CC3)c(=O)[nH]c2c1	-1	1	5	1	0	-4	0.5	2	-10
CC1=C(C(=O)OCc2ccccc2)C(c2ccc(Cl)cc2Cl)NC(=O)N1CCCC(=O)O (stereo not given)	-1	-4	5	-5	19	9	-0.8	-3	-28
COc1ccccc1OCC(=O)NCCCn1ccnc1	0	0	4	-2	-1	-5	1.1	11	5
CCC1=NN(C(=O)COc2ccccc2)C(O)(c2ccncc2)C1 (stereo not given)	3	-2	-1	3	-7	-4	-0.6	5	3
CC(C)(C)c1nnc2sc(SCC(=O)c3ccc(Cl)cc3)nn2c1=O	-3	-1	3	-10	-9	-8	0.6	-18	36
CCn1nnc2cc(C(=O)O)ccc21	x	-4	1	-5	3	9	-0.5	10	-2
Cc1ccc(-c2nc(N)sc2CC(=O)OCC(=O)N2C(C)CCCC2C)cc1 (stereo not given)	4	-2	6	-8	-3	9	1.1	-24	6
O=C(NC(=S)Nc1ccc(Cc2ccncc2)cc1)c1ccccc1Cl	3	-1	3	-14	-15	11	2.1	11	14
COCCCn1c2nc3ccccc3nc2c2c(=O)n(CC3CCCO3)cnc21 (stereo not given)	1	-2	1	-10	-13	-4	-0.4	20	10
CCOC(=O)c1cc2c(C(F)(F)F)cc(-c3ccccc3)nc2o1	-1	-4	3	-9	-13	-10	-0.6	9	-3
O=c1c2cnn(-c3ccccc3)c2ncn1Cc1ccco1	-2	0	8	-7	-11	5	-0.3	15	32
O=C1S/C(=C/c2ccc(N3CCOCC3)o2)C(=O)N1Cc1c(F)cccc1Cl	10	2	14	-63	-2	4	1.0	3	56
CN(CCO)c1cc(N2CCCCC2)c2nonc2c1[N+](=O)[O-]	5	-1	6	0	-14	-5	0.1	5	9
Brc1ccc(-c2noc(CCc3ccccc3)n2)cc1	5	4	4	x	-5	-7	-2.4	13	x
O=c1c2ccccc2nc(SCc2cc([N+](=O)[O-])cc3c2OCOC3)n1-c1ccccc1	2	2	6	-14	-25	0	0.2	-17	15
CC1CN(c2nc(Nc3ccccc3)nc(N)c2[N+](=O)[O-])CC(C)O1 (stereo not given)	x	-2	3	-7	0	2	0.6	28	10
O=C(/C=C\c1ccccc1[N+](=O)[O-])Nc1ccccc1	0	1	5	-4	-7	-11	0.9	7	-22
Cc1ccccc1NS(=O)(=O)c1cc(C(=O)Nc2ccccc2-c2ccccc2)ccc1Cl	8	2	5	-10	0	-31	-3.7	-23	-39
CC/C(=N\OC(=O)c1ccc(OC(C)C)cc1)c1ccc(C)cc1	12	3	7	-17	14	-18	0.8	-12	28
COCCn1nnnc1C(c1cccc(C(F)(F)F)c1)N1CCN(Cc2ccccc2)CC1 (stereo not given)	5	-1	2	-9	-1	-19	1.3	-12	23
O=C1CCCC(NCCCCCCNC2=C([N+](=O)[O-])C(=O)CCC2)=C1[N+](=O)[O-]	-1	1	3	10	2	1	0.0	0	7
COCc1cc(C)nc(OCC(=O)N/N=C/c2ccc(O)cc2O)c1C#N	5	-1	4	9	-23	-10	1.0	3	-6
Cn1c(=O)c2c(ncn2CCC(=O)N/N=C/c2ccncc2)n(C)c1=O	x	-4	-3	-8	-1	-12	0.6	4	0
COC(=O)CCc1nc2ccccc2[nH]c1=O	6	3	3	-3	2	-4	0.9	1	-16
CCn1c(SCC(=O)Nc2ccccc2)nnc1-c1ccc(S(=O)(=O)N2CCOCC2)cc1	3	-1	3	-7	-14	7	1.1	-15	49
COc1ccc(C2NCCc3sccc32)cc1 (stereo not given)	-2	4	0	-4	-17	-3	0.4	1	-8
Cc1cccc(N(C(=O)CS(=O)CC(=O)Nc2ccc3c(c2)OCO3)C(C)C(=O)NC2CCCC2)c1C (stereo not given)	x	0	-6	-9	10	3	0.3	5	11
O=C(Cn1c(-c2ccccn2)nc2ccccc21)N/N=C/c1cccnc1	x	3	0	-3	10	-24	-1.9	-11	12
Cn1c(NN)nc2ccccc2c1=O	4	3	11	-1	-6	-4	2.1	-16	-9
O=C1c2ccccc2C(=O)N1CCCCN1CCN(CCCCN2C(=O)c3ccccc3C2=O)CC1	2	0	4	x	-23	-4	1.5	4	x
CC(C)C(c1nnnn1Cc1ccc(F)cc1)N1CCC(C(N)=O)CC1 (stereo not given)	-4	2	6	5	9	1	0.9	9	16
CCC(C)(C)NC(=O)COc1ccc(C(=O)c2ccccc2)cc1	6	1	9	8	21	-18	1.8	-5	10
CCCSCC(=O)Nc1ncc2c(n1)-c1ccccc1CC2	1	3	6	-35	-19	-4	-1.1	-9	40
Cc1csc2c(N3CCN(C(=O)Nc4ccc(OC(F)(F)F)cc4)CC3)ncnc12	x	4	-1	-3	-2	-13	2.5	-8	-4
COc1cccc(C(=O)CSc2nnc(-c3cc(OC)cc(OC)c3)o2)c1	-4	-3	-1	-5	-7	-4	0.6	23	32
CCCCc1ccc(NC(=O)N[C@@H](C)C(=O)O)cc1	x	-5	-1	-17	12	-2	-1.5	11	4
O=C(NC1CC1)C1CCN(Cc2cnn(-c3ccccc3)c2-n2cccc2)CC1	2	-2	3	-2	-16	-9	-0.1	6	21
CCOC(=O)c1[nH]c2c(c1-c1ccccc1)C(=O)CC(c1ccc(Cl)cc1)C2 (stereo not given)	0	0	8	-13	7	3	1.0	-10	81*
CCCCCC(=O)Nc1ccc2oc(-c3ccncc3)nc2c1	1	-4	-1	-7	-2	-4	1.8	-21	12
CC(C)CC(=O)Nc1ccc(-c2nnn(CC(=O)NCc3ccco3)n2)cc1	-2	2	4	-22	-4	3	14*	14	-13
CC(/C=C/c1ccc(C)o1)=C\C(=O)O	22*	-1	2	-7	5	6	-1.4	-4	4
COc1cc(-c2nnc(SCc3cccnc3)n2C)cc(OC)c1O	1	-2	0	-11	-5	4	1.0	10	5
Cc1ccccc1CN(C)CCc1ccccn1	1	1	9	3	7	-14	-1.0	-9	19
CCN(CC)S(=O)(=O)c1cccc(-c2nnc(SCC(=O)NCCC3=CCCCC3)n2N)c1	-6	-3	1	4	6	-2	-0.5	17	14
CCCN(Cc1ccccc1)C(=S)Nc1ccc(OCC)cc1	-4	-1	5	2	-9	-3	1.8	-1	-23
C/C(=N\NC(N)=S)C1(C)CC2(CC(C)(C)OC2=O)C(=O)O1 (stereo not given)	x	2	2	-6	-14	-3	0.4	9	-3
Cc1nc(-c2ccc(Cl)cc2)sc1C(=O)NN	x	5	-2	-5	-7	-14	0.4	-17	-14
CC(C)NC(=O)CN1C(=O)NC(CCc2ccccc2)C1=O (stereo not given)	1	-3	-2	-12	-17	10	0.3	11	-8
CC(C)Cn1c(=O)c2ccccc2c2ccccc2c1=O	8	-2	1	-6	8	5	-2.2	-21	103*
Fc1c(F)c(F)c(/C=N/NC(=S)Nc2cccnc2)c(F)c1F	-1	-3	9	-5	40*	-1	-3.0	5	37
Cc1cc(SCC(=O)Nc2ccc(O)cc2)n2ncc(-c3ccccc3)c2n1	x	-4	3	-12	-6	14	0.3	24	25
Cc1csc(NC(=O)CSc2nnc(-c3ccc(Cl)cc3)n2N)n1	3	-2	0	0	-20	-4	-1.2	15	27
CC(=O)Nc1nnc(SCc2ccc(F)cc2)s1	-3	-4	-2	4	-2	12	0.7	6	-11
COc1ccc(NS(=O)(=O)c2c(F)cc(F)c(Cl)c2F)cc1S(=O)(=O)N1CCCCC1	0	-2	1	-15	-10	7	0.9	-2	14
O=C(NN1CCOCC1)c1cc(-c2cccc(Cl)c2)nc2ccccc12	1	1	1	-4	-7	-5	1.3	-8	-6
Further results
SMILES	NPY Y1 blocker	Ba/F3 V617F tox	BaF3 tox	p47phox inh	S1P4 antagonist	NPY-Y2 PAM-ag	S1P4 agonist	NPY-Y1 PAM-ag	CHOP inhibitor
CC(Oc1cccc2cccnc12)C(=O)N/N=C/c1ccccc1 (stereo not given)	2	-2	-5	-2	-3	6	2.1	5	10
Cc1ccc(C)c(-c2nc3cc(N)ccc3o2)c1	-1	5	12	-6	0	-15	-0.7	-10	65
Cc1ccc(C(=O)N/C(=C/c2ccccc2)C(=O)NCc2ccncc2)cc1	x	-2	0	-13	-6	-8	0.1	-8	10
CC(C)(C)c1ccc(C(=O)c2c[nH]c(C(=O)NCCc3ccccn3)c2)cc1	0	-6	2	0	-5	-7	9.7	12	7
c1ccc2c(-c3nn4nnnc4c4ccccc34)cccc2c1	6	-4	1	-20	-8	4	-2.7	11	9
CCCCc1c(C)c2ccc(OCC(C)=O)cc2oc1=O	-7	-1	2	x	18	-12	2.3	2	x
CCOC(=O)N=Nc1c(O)n(Cc2ccccc2)c2ccccc12	-2	2	5	-2	9	-1	-1.0	4	80*
C=C(C)Cc1c(C)c(C#N)c2nc3ccccc3n2c1NCCCN(C)C	x	-1	-4	-4	3	-15	0.2	9	12
FC(F)(F)c1cccc(Nc2ncnc3ccccc23)c1	4	-2	9	0	-7	-2	2.0	17	24
CSc1nc(=O)n2cccc(C)c2n1	0	1	1	-13	-4	5	0.1	1	-16
CCOc1cc(C)c(C(C)C)cc1S(=O)(=O)N1CCOCC1	2	0	2	2	-13	8	1.1	7	-5
O=C1NC(Nc2nccs2)(C(F)(F)F)C(=O)N1CCc1ccccc1 (stereo not given)	-4	-4	4	-20	0	-18	0.9	9	-2
C=CCn1c(SCC(=O)N2CCOCC2)nc(O)c(Cc2ccccc2)c1=O	-5	3	4	6	4	10	0.5	4	10
Nc1nc(SCc2ccccc2Cl)n[nH]1	1	1	7	1	3	0	-0.2	-1	7
Cc1ccc(O)c(NC(=O)c2cc([N+](=O)[O-])ccc2Cl)c1	-1	3	9	-2	-14	0	1.7	11	-25
Cc1csc(NC(=O)C2=NN(c3ccccc3)C(=O)CC2)n1	-1	1	7	3	-6	-2	-0.5	-22	-4
